Compound activity from PubChem BioAssay.
GLS inhibitor = inhibitors of human glutaminase (GLS); GLS enzymatic activity, qHTS titration; Potency, µM (highest dose often 45.5 µM), without a hit: top-dose activity change, negative = inhibition, most hits filed as inhibitors; 410,000 compounds, 0.21% hits; AID 624170; O94925; also: potency is read from the fitted curve at half-maximal effect; % is scaled to controls: 0 for no effect and ±100 for the full control effect
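Compounds were pin-transferred onto hKGA, after which L-glutamine (1 mM solution) and a detection mix of glutamate oxidase, HRP and Amplex Red were added. Initial and 30 min RT fluorescence reads were collected.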
RGS4 inhibitor = human RGS4 inhibition | P49798 | Transcreener GDP fluorescence polarization, RGS4-accelerated GTP hydrolysis | Potency, µM (series often up to 114 µM), for the others: at the highest dose activity change, negative = inhibition, usual class: inhibitors | 390,000 compounds, 0.039% hits | AID 504845; also: potency is read from the fitted curve at half-maximal effect; % is scaled to controls: 0 for no effect and ±100 for the full control effect; nearly all actives have a fitted effect of over 75% in size; some results filed as inactive show a strong effect at the top dose
Target sequence (P49798 whole entry, looked up): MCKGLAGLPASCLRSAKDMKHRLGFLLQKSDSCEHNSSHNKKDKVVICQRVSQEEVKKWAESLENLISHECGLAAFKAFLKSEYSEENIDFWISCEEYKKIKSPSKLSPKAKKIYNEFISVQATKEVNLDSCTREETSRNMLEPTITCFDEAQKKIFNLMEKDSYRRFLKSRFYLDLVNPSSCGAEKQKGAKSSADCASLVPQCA
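MLSMR compounds (23 nl, pin-transferred) preincubated 10 min at room temperature with a 500nM (2x) first reagent, then RGS4 at 900nM (2x) plus Transcreener GDP mix added; fluorescence polarization (620/688 nm) read before and after 90 min at 30 °C.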
G9a block = blocks human histone lysine methyltransferase G9a | Q96KQ7 | G9a H3K9 monomethylation, AlphaScreen, 2 h | Potency, µM (series often up to 102 µM), without a hit: top-dose activity, negative = inhibition, usual class: inhibitors | 350,000 compounds, 8.8% hits; also: potency is read from the fitted curve at half-maximal effect; % is scaled to controls: 0 for no effect and ±100 for the full control effect; nearly all actives have a fitted effect of over 75% in size
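Methyltransferase reactions run at room temperature for 2 h (20 nM enzyme, 500 nM biotin-H3K9 peptide, 20 uM SAM) after a 15 min compound preincubation; product detected by AlphaScreen beads and anti-H3K9me1 antibody.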
BAZ2B inh = BAZ2B (human) inhibition. AlphaScreen BAZ2B-H3K14Ac peptide displacement. Potency, µM (titrated, usually from 114 µM), for the others: top-dose activity change, negative = inhibition, most hits filed as inhibitors. 360,000 compounds, 4.4% hits; also: potency is read from the fitted curve at half-maximal effect; % is scaled to controls: 0 for no effect and ±100 for the full control effect; nearly all actives have a fitted effect of over 60% in size
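AlphaScreen displacement: compounds (up to 110uM) incubated 30 min at room temperature with a preformed 50 nM BAZ2B/50 nM biotinylated H3K14Ac peptide complex in PBS pH 7.4 with Tween-20. Donor and acceptor beads at 10 ug/mL final added, 20 min light-protected before reading.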
PI4K2A inh = inhibitors of human PI4K2A; activity change, negative = inhibition, % at 76.9 µM; AID 1346378; 420,000 compounds, 0.13% hits; purified PI4K2A, ADP-Glo luminescence, 1 h; hits give low values; Q9BTU6; in the data active = activity change below about -50%; inconclusive = mostly about -30% to -49%;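 also: -100% = wells without enzyme as full effect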
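PI4K2A activity was measured by ADP-Glo luminescence: enzyme (4 ug/mL stock) and phosphatidylinositol (1.2 mM stock) in Tris pH 7.5/MgCl2/EGTA/Triton X-100 buffer were reacted with ATP (300 microM stock) for one hour at ambient temperature.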
ERG-DNA inh = inhibitors of human ERG Ets domain-DNA interaction | fluorescence polarization, His-ERG Ets domain / labelled DNA | AID 624246 | Potency, µM (doses to about 76.9 µM), for the others: at the top dose FP activity, negative = inhibition, actives largely listed as inhibitors | 370,000 compounds, 0.028% hits; active = well fitted inhibition curve with a large enough effect in the polarisation, with a control signal flat; inconclusive = small, poorly fitted or top-dose-only effect, or effect the other way, or a change in a side signal; inactive = no such curve, though single readings can be large or run the other way; the % refers to the polarisation;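 also: polarization taken with two DNA probes labelled with fluorescein and Texas red; potency is read from the fitted curve at half-maximal effect; % of control where 0% means no effect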
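His-tagged ERG Ets domain (1 uM in the protein solution; 300mM KCl, 50mM Tris-HCl, 1mM EDTA, 1mM DTT, pH 7.5) received compound, then a probe mix of 5 nM fluorescein-DNA and 100nM Texas-615-DNA. Fluorescence polarization was read for both dyes.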
ALOX12 inh = blocks human arachidonate 12S-lipoxygenase; P18054; purified 12hLO, xylenol orange hydroperoxide absorbance; Potency, µM (series often up to 108 µM), without a hit: top-dose activity change, negative = inhibition, hits mostly inhibitors; 580,000 compounds, 1.1% hits; AID 1671190; also: potency is read from the fitted curve at half-maximal effect; % is scaled to controls: 0 for no effect and ±100 for the full control effect
Target sequence (P18054 whole entry, looked up): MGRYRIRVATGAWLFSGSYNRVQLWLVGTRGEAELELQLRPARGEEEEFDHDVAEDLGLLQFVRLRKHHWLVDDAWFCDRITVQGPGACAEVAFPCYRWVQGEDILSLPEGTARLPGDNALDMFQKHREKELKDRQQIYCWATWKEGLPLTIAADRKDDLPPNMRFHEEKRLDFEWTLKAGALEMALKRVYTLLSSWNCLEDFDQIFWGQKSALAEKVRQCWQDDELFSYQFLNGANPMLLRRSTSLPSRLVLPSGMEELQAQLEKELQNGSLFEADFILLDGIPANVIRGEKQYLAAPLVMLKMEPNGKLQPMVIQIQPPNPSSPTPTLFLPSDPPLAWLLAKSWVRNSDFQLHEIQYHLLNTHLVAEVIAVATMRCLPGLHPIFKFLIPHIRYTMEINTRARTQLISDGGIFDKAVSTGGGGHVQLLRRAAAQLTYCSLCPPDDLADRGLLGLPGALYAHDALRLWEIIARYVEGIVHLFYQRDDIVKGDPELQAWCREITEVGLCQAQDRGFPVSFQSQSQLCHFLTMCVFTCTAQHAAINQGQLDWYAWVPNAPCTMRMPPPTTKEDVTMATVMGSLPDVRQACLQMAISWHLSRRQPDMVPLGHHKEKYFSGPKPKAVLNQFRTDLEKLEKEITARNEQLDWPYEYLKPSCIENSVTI
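Purified human 12hLO at 150 nM in 25 mM Hepes, 0.01% Triton X-100, pH 7.0, preincubated 15 min at room temperature with compound. Reaction started with 40 uM arachidonic acid, 30 min at room temperature. Hydroperoxide measured by Fe-xylenol orange, 573/405 nm absorbance ratio.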
HP1b binding inh = blocks HP1-beta chromodomain binding to methylated histone tails. AID 540317. Potency, µM (titrated, usually from 114 µM), for inactives: at the top dose activity change, negative = inhibition, usual class: inhibitors. AlphaScreen HP1-beta / biotin-H3K9me3 peptide binding. 390,000 compounds, 0.56% hits. P83916; also: potency is read from the fitted curve at half-maximal effect; nearly all actives have a fitted effect of over 70% in size; inactives centre near 23
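Compound inhibition of the preformed complex between 50 nM HP1-beta and 50 nM biotinylated H3K9me3 peptide was read by AlphaScreen. Buffer was PBS pH 7.4 with 0.01% Tween-20. Incubations ran 30 min at room temperature, with 10 ug/mL donor/acceptor beads.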
JMJD2A Tudor = JMJD2A Tudor domain (human) inhibition; O75164; AlphaScreen JMJD2A-Tudor / H3K4me3 peptide binding; Potency, µM (titrated, usually from 114 µM), for the others: top-dose activity change, negative = inhibition, usual class: inhibitors; 390,000 compounds, 4.4% hits; AID 504339; also: potency is read from the fitted curve at half-maximal effect; % is scaled to controls: 0 for no effect and ±100 for the full control effect; nearly all actives have a fitted effect of over 50% in size
The depositor's hits bear a star; u = inconclusive; x = not tested or not shown; & = joins results of further samples; [ ] = dose if it differs, or a comment. Unless noted, calls follow the shape of the dose curve; as a rule, active = well fitted curve in the direction sought with a large enough effect; inconclusive = small, poorly fitted or top-dose-only effect, or another doubt; inactive = no such curve, though single readings can be large; an effect the other way counts as inactive or inconclusive. These rows are one share of the data. The share of hits here may be higher or lower than overall.

Structure	HP1b binding inh	JMJD2A Tudor	GLS inhibitor	RGS4 inhibitor	G9a block	PI4K2A inh	BAZ2B inh	ERG-DNA inh	ALOX12 inh
CCOC(=O)N1CCN(C(=O)CCc2nc3sc4c(c3c(=O)[nH]2)CCCC4)CC1	25%	-1%	-9%	15%	17%	-2	-3%	-7%	6%
COc1cccc(C(=O)N2CCC(C(=O)N3CCN(C)CC3)CC2)c1	0%	-8%	14%	15%	u	-1	1%	-3%	-12%
Cc1csc(=O)n1CCC(=O)OCC(=O)Nc1cccc(C#N)c1	12%	-15%	2%	6%	-5%	5	3%	7%	0%
O=[N+]([O-])c1ccc2nc(C(O)C(O)c3nc4ccc([N+](=O)[O-])cc4[nH]3)[nH]c2c1 (stereo unspecified)	40%	-11%	8%	28%	-10%[0.501 µM]	9	-38%	6%	-21%
COc1ccccc1CC(=O)Nc1ccc(-c2noc(COc3cccc(C)c3C)n2)cc1	44%[activator]	-11%	-4%	-9%	12%	3	8%	6%	-10%[57.4 µM]
O=C(N/N=C/c1cccc([N+](=O)[O-])c1)C(=O)N1CCCCCC1	19%	-8%	-25%	4%	x	5	-4%	4%	291%[activator]
CCCCCCCCCCCC(=O)N/N=C/c1ccco1	6%	-23%	3%	-20%	7%[59 µM]	3	0%	-1%	0%
COc1ccc(NC(=O)CC2C(=O)N(c3ccc(OC)cc3)C(=O)N2CCc2cccs2)cc1 (stereo unspecified)	25%	-9%	-3%	-14%	0%[59 µM]	1	-3%	5%	-17%
CNc1nc(N)c([N+](=O)[O-])c(NC2CCCCC2)n1	8%	-7%	-16%	-2%	14%	5	4%	-4%	0%
O=P(C(=NCCO)NO)(N1CCOCC1)N1CCOCC1	20%	-12%	9%	5%	0%[0.501 µM]	2	6%	-2%	0%
CCc1nn2c(=O)cc(COc3ccc(/C=C4\C(=N)N5N=C(C)SC5=NC4=O)cc3)nc2s1	15%	56µM*	-4%	-51%	-13%[59 µM]	-10	50µM*	5%	-4%
Cc1cccn2c(=O)c(C=O)c(NCc3ccccc3)nc12	64%[activator]	30%	0%	9%	x	4	8%	3%	-27%
CCCCN(C)CCCNC(=O)Cn1ncc2c3ccccc3n(Cc3ccccc3F)c2c1=O	19%	-22%	-11%	16%	-5%[59 µM]	-2	-6%	-2%	5%
O=C(O)CCCN1C(=O)/C(=C/c2ccncc2)SC1=S	29%	11%	-5%	-34%	11%[12.7 µM]	0	-7%	98%[activator]	-27%
O=C(NC1CCC(O)CC1)c1cccnc1Sc1ccccc1Cl (stereo unspecified)	15%	-12%	0%	17%	40%	-2	-9%	-4%	16%
Cc1cccc(NC(=O)CCNC(=O)c2ccccc2Cl)n1	33%	-3%	-12%	-13%	4%[12.7 µM]	2	-2%	2%	368%[activator]
Cc1ccccc1SCC(=O)Nc1ccc(N2CCOCC2)cc1	-4%	-32%	-25%	8%	-6%[59 µM]	0	-37%	-1%	u
COc1cc(SC)ccc1C(=O)Nc1ccc(C)cc1C	22%	2%	2%	1%	u	-12	-2%	3%	-23%
COc1ccc(C(=O)NCCCn2cccn2)cc1OC1CCN(C(C)=O)CC1	25%	-6%	-1%	12%	x	-6	-7%	5%	u
Cc1ccc(N=C2NC(=O)/C(=C/c3cccs3)S2)cc1C	12%	-29%	-1%	-20%	4%[59 µM]	0	-8%	10%	-15%
CCN1c2cc(C)ccc2-n2cccc2C12CCN(C(=O)Nc1cc(OC)c(OC)c(OC)c1)CC2	-17%[57 µM]	u	9%	-13%	u	0	-34%	6%	-7%&0%
Cc1n[nH]c(=O)c2c(NC(=O)COC(=O)c3cc(F)cc(F)c3)oc(C)c12	46%[activator]	-19%	-10%	-14%	45µM*	-3	1%	-4%	-20%
O=C(CCl)Nc1c2c(nn1-c1ccccc1)CSC2	-18%[57 µM]	45µM*	-5%	u	6%[59 µM]	34	-13%	-6%	-5%
N#Cc1cccc(NC(=O)N2CCC(c3nc4c(nnn4Cc4cccc(Cl)c4)c(=O)[nH]3)CC2)c1	27%	-6%	2%	-39%	3%[12.7 µM]	-2	-3%	-9%	-19%
O=Cc1ccc(-c2ccc(C(=O)O)cc2)o1	-12%	-16%	3%	-17%[56.9 µM]	x	-6	-15%	-11%	-18%
CCOC(=O)C1=C(c2ccccc2)N=C2SCC(=O)N2C1c1ccc(OC)c(OC)c1 (stereo unspecified)	22%	-23%	0%	12%	-6%[59 µM]	-6	-33%	1%	0%
Fc1ccc(OCc2nc(-c3ccncc3)n[nH]2)cc1	39%	-6%	1%	-4%	6%[12.7 µM]	-6	-1%	1%	-14%
C/C(Cc1ccccc1)=N\NC(=O)CNC(=O)c1ccccc1	34%	-7%	8%	11%	24%[59 µM]	-5	6%	2%	5%
Cc1ccc(C(=O)N2CCOCC2)cc1S(=O)(=O)Nc1cccc(C)c1C	18%	3%	18%	-7%	-11%[59 µM]	-5	-6%	8%	302%[activator]
COCCNC(=O)CN(C(=O)c1ccc(N2CCCC2)nc1)c1ccc(F)c(Cl)c1	42%[activator]	-12%	-9%	5%	20%[59 µM]	-4	6%	-1%	5%
Cc1cc(C(=O)CSc2nnc(C3COc4ccccc4O3)n2C)c(C)n1-c1ccc(F)cc1 (stereo unspecified)	18%	-34%	10%	-33%	-4%[12.7 µM]	4	u	-2%	-8%
C=CC[C@H](CC(=O)N(CCO)Cc1ccccc1)C(=O)N[C@@H](C)COC(=O)[C@@H](CC=C)Cc1ccc(F)cc1	28%	-6%	2%	0%	x	6	x	-6%	11%
CC(C)(C)C1CCc2c(sc(NC(=O)c3ccco3)c2C(N)=O)C1 (stereo unspecified)	33%	-15%[11.4 µM]	-8%	8%[11.4 µM]	5%[59 µM]	-1	5%	-1%	25%
CN(C)S(=O)(=O)c1cc(NC2CC(=O)N(c3ccc(F)cc3)C2=O)ccc1Cl (stereo unspecified)	45%[activator]	-11%	3%	-9%	35µM*	2	-15%	-3%	-10%
C=CCNC(=S)N/N=C1\CCS(=O)(=O)c2ccccc21	36%	-11%	19%	2%	1%	-3	u	-1%	u
Cc1ccc(Cl)c(OCC(=O)NN2CCN(C)CC2)c1	17%	0%[11.4 µM]	2%	13%[11.4 µM]	8%	4	-14%	3%	5%
Cc1c(-c2cccc(NC(=O)Cc3ccccc3)c2)nc2ncccn12	20%[57 µM]	1%	3%	42%	6%[59 µM]	-1	5%	-5%	-14%
CCOc1ccc(NC(=O)CCn2c(=O)[nH]c3ccsc3c2=O)cc1	32%[activator]	-11%	1%	14%	15%	6	12%	-1%	0%
Cc1ccc(NC(=O)CCCn2c(=O)[nH]c3ccsc3c2=O)cc1	25%	-18%	-4%	3%	20%	2	-16%	8%	x
COc1ccc(S(=O)(=O)N(C)CC(=O)NC2CCCCC2)cc1Cl	26%	-10%	2%	12%	10%[59 µM]	9	10%	-7%	22%
Cc1cc(=O)n2c(C(=O)Nc3ccc(C)c(C)c3)c(C(=O)Nc3ccccc3)sc2n1	42%&4%	-12%&-20%	0%&-8%	4%&39%	-1%[59 µM]	-4&3	6%&-8%	0%&-4%	7%&-20%
COCCNc1nc(NCc2ccccc2OC)c2cnn(C)c2n1	39%	-24%	1%	-15%	-3%[59 µM]	-8	-37%	-4%	13µM*
O=C(CN1C(=O)C2CC=CCC2C1=O)Nc1nc(-c2ccc(F)c(F)c2)cs1 (stereo unspecified)	34%	-11%	-2%	9%	x	1	x	9%	1%
CCOc1ccc(/C=C2\SC(=S)N(CC(=O)Nc3ccccn3)C2=O)cc1	28%	-13%	-1%	28%[11.4 µM]	u	0	-36%	3%	-1%
COc1ccc(CCC(=O)Nc2c(C)n(C)n(-c3ccccc3)c2=O)cc1	29%	-4%	17%	10%	-16%	-3	1%	-15%	0%
O=[N+]([O-])c1ccccc1Oc1ccc(C(F)(F)F)cn1	30%	-6%	0%	2%	-2%	3	-15%	-5%	-4%
CCNC(=S)NS(=O)(=O)c1ccc(CC)cc1	-3%	25µM*	7%	-9%	28µM*	-10	-4%	0%	6.3µM*
CS(=O)(=O)c1ccc(Cl)c(NC(=O)COC(=O)c2cccc(S(=O)(=O)N3CCCC3)c2)c1	9%	-13%	10%	9%	56µM*	0	14%	15%	u
Nc1cc(Cl)ccc1N1CCCCCC1	-14%	-24%	-9%	-40%	10µM*	-3	-38%	-8%	-12%
